Bioassay records (PubChem)
CCT chaperon mod – cytosolic chaperonin activity modulation | purified chaperonin ATPase assay, HTRF ADP detection, 30 min | activity change, % (concentration not given with the values), hits read low | hit rate 0.3% among 360,000; in the data active = activity change below about -30%; note: % is set by controls: 0 for no effect and ±100 for the full control effect
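ATPase activity: ADP formed was measured by HTRF Transcreener (665/615 nm ratio) after 30 min at 37 deg C with 10 uM ATP. Compounds screened at one 76 uM concentration against 40 or 20 nM TRiC in Tris pH 7.4/KCl/MgCl2/DTT buffer.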
PLK1 PBD block – PLK1 (human) polo-box domain binding inhibition | P53350 | hit rate 2.8% among 360,000 | AID 720504 | Plk1 PBD binding of FITC phosphopeptide, fluorescence polarization | Potency, µM, for the others: max response, negative = inhibition, actives largely listed as inhibitors; note: potency is the fitted concentration of half-maximal effect; series mostly up to about 57 µM; % is set by controls: 0 for no effect and ±100 for the full control effect; nearly all actives have a fitted effect of over 65% in size
EPAC1 ag – EPAC1 (human) agonism. O95398. EPAC1 agonist qHTS, biochemical assay; response scale: 100% = response to 6.5 mM cAMP. Potency, µM (top dose mostly 154 µM), for the others: top-dose activation, usual class: activators. hit rate 0.073% among 360,000; note: potency is the fitted concentration of half-maximal effect; nearly all actives have a fitted effect of over 60% in size
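Normalized to 6.5 mM cAMP, activity reflects EPAC1-catalysed release of BODIPY-GDP from Rap1B, followed kinetically over 30 min at 480 nm excitation, 540 nm emission. Reaction contained 100 nM EPAC1, 250 nM Rap1B-BODIPY-GDP, 50 uM GDP.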
PI5P4Ka inh – inhibitors of human PI5P4K alpha; P48426; AID 652105; PI5P4Kalpha enzyme, ADP-Glo luminescence, 60 min; stronger effect = lower value; max response, %; hit rate 1.2% among 330,000; active = max response of -50% or lower; inconclusive = between -30% and -50%; inactive = -30% or higher; note: value at the top dose of about 77 µM; % is set by controls: 0 for no effect and ±100 for the full control effect
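qHTS, 1536-well: enzyme/substrate mix, compound by pin tool, 5 microM ATP final; RT 60 min; ADP-Glo reagents 1 (45 min) then 2 (30 min); luminescence.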
EPAC1 antagonist – antagonists of human EPAC1; EPAC1 GEF assay, Rap1b-BODIPY-GDP exchange fluorescence; Potency, µM (top dose mostly 115 µM), without a hit: at the highest dose activity change, negative = inhibition, usual class: inhibitors; hit rate 0.14% among 360,000; AID 720709;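 note: potency is the fitted concentration of half-maximal effect; plate controls were vehicle for no effect and positive control for full effect; nearly all actives have a fitted effect of over 50% in size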
WRN inhibitor – inhibitors of human WRN helicase; Q14191; WRN helicase unwinding, fluorescent forked duplex, kinetic; Potency, µM (series often up to 114 µM), inactives show at the highest dose activity change, negative = inhibition, most hits filed as inhibitors; hit rate 0.46% among 360,000; AID 651768; note: potency is the fitted concentration of half-maximal effect; % is set by controls: 0 for no effect and ±100 for the full control effect; nearly all actives have a fitted effect of over 55% in size
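WRN at 20 nM final preincubated with compound 15 min at room temperature; reaction started with 100 nM fluorophore/quencher forked duplex oligonucleotide and 2 mM ATP final. Unwinding followed kinetically by red fluorescence (ex 525, em 598 nm).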
EPAC2 antagonist – EPAC2 (human) antagonism | Q8WZA2 | EPAC2 GEF exchange of Rap1B-BODIPY-GDP, fluorescence | Potency, µM (doses to about 114 µM), for inactives: at the top dose activity, negative = inhibition, actives largely listed as inhibitors | hit rate 0.18% among 360,000 | AID 720708; note: potency is the fitted concentration of half-maximal effect; % is set by controls: 0 for no effect and ±100 for the full control effect; nearly all actives have a fitted effect of over 45% in size; many of its hits are not listed in these tables
Target sequence (Q8WZA2 whole entry, looked up): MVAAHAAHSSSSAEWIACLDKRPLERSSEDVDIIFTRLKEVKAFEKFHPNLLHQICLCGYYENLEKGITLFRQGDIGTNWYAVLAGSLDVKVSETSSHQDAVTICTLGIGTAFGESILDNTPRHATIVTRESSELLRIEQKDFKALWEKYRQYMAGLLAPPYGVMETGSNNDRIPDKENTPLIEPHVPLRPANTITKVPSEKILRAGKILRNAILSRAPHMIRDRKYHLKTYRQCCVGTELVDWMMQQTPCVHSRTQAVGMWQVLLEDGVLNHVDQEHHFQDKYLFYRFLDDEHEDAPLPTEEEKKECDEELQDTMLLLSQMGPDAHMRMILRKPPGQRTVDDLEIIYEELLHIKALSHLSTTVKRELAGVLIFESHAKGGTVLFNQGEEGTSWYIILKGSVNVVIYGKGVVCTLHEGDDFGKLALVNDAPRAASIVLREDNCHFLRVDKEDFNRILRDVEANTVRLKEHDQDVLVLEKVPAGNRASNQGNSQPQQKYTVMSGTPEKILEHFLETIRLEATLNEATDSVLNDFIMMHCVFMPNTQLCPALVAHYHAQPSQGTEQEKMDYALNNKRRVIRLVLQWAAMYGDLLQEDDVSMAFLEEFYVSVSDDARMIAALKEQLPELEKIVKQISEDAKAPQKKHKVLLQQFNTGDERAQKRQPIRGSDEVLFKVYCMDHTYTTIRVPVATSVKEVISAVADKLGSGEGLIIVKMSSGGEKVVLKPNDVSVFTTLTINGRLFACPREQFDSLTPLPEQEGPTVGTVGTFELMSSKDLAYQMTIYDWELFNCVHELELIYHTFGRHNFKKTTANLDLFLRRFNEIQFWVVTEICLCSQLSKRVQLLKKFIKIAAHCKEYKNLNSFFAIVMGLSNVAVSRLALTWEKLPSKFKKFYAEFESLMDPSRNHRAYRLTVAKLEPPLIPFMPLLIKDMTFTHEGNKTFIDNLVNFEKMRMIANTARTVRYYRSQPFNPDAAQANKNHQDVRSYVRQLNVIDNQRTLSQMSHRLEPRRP
MmCpn inh – inhibitors of Methanococcus maripaludis chaperonin (MmCpn). purified Mm-Cpn ATPase, ADP Transcreener TR-FRET. Potency, µM (doses to about 76.9 µM), for the others: at the top dose activity, negative = inhibition, actives largely listed as inhibitors. hit rate 0.031% among 330,000. AID 504842; note: potency is the fitted concentration of half-maximal effect; % is set by controls: 0 for no effect and ±100 for the full control effect; nearly all actives have a fitted effect of over 80% in size
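Inhibition of chaperonin ATP hydrolysis is measured as reduced ADP production, detected by competitive TR-FRET in which signal falls with ADP. Final enzyme 25 nM and ATP 10 uM, reacted 30 min at 37°C.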
The depositor's hits bear a star; ? = inconclusive; / = not tested or not shown; [ ] = dose if it differs, or a comment. Unless noted, calls come from the whole dose curve; as a rule, active = well fitted curve in the direction sought with a large enough effect; inconclusive = small, poorly fitted or top-dose-only effect, or another doubt; inactive = no such curve, though single readings can be large; an effect the other way counts as inactive or inconclusive. A portion of the library, so the mix of outcomes need not match the whole.

SMILES	CCT chaperon mod	PLK1 PBD block	EPAC1 ag	PI5P4Ka inh	EPAC1 antagonist	WRN inhibitor	EPAC2 antagonist	MmCpn inh
Cc1cccc(NC(=O)CSc2nc3sc(C)cc3c(=O)n2C)c1	1.3	27µM*	-2%	4	-5%	10%	-3%	/
Cc1ccc(C)c(N2CCN(C(=O)CCC(=O)Nc3nnc(C(F)(F)F)s3)CC2)c1	-1.4	-24%	-6%	1	-7%	4%	-26%	-2%
Cn1c(=O)c2c(nc(NCCCN3CCOCC3)n2Cc2ccc(Cl)cc2)n(C)c1=O	0.2	-1%	-7%	0	16%	6%	-2%	-6%
CN(C)CCCNC(=O)/C=C/c1ccc(OCc2c(F)cccc2Cl)cc1	0.9	-8%	1%	5	-17%	-9%	-17%	0%
NC(=O)C1CNc2ccccc2O1 (stereo not drawn)	-4.0	-2%	12%	1	-2%	-3%	0%	3%
O=C(c1cc(F)c(F)cc1Cl)N1CCCCC1	-2.2	-1%	6%	-1	11%	-9%	-5%	2%
COc1cc(C(C)=O)ccc1OCC(=O)OCC(=O)c1cc(C)n(CC2CCCO2)c1C (stereo not drawn)	1.9	-3%	12%	1	2%	-4%	-1%	1%
O=C(NC1CCN(C(=S)Nc2ccc(Cl)cc2)CC1)C1CCCCC1	0.0	-11%	7%	1	2%	6%	0%	2%
Cc1[nH]c2ccccc2c1SCC(=O)N1CCCc2ccccc21	0.0	-3%	3%	8	-10%	-13%	-18%	1%
Cn1c(/C(C#N)=C(\O)c2ccc(Cl)s2)nc2ccccc21	-1.1	7%	-14%	-1	-2%	-3%	0%	-1%
O=[N+]([O-])c1ccc(Oc2cccc3cccnc23)c(Cl)c1	-5.0	-9%	7%	4	-6%	6%	1%	-1%
O=C(CSc1nnc2c3c4c(sc3ncn12)CCCC4)NCc1ccco1	-3.3	-16%	7%	-2	-2%	-10%	3%	-1%
CC(=O)Nc1ccc(S(=O)(=O)N(C)CC(=O)OC(C)C(=O)N(C)Cc2ccccc2)cc1 (stereo not drawn)	1.2	6%	-19%	7	-16%	-19%	6%	0%
O=C(COC(=O)c1cc([N+](=O)[O-])ccc1NCc1ccccc1Cl)NCC(F)(F)F	0.0	-9%	4%	4	-13%	3%	0%	2%
Cc1ccc(/C=N/NC(=O)c2ccc(-n3cnnn3)cc2)cc1	-3.5	1%	-6%	2	3%	-8%	7%	-1%
COc1ccc(NC(=O)C2(C)CCN2Cc2csc3ccccc23)cc1OC (stereo not drawn)	-1.8	2%	-9%	15	-10%	0%	-17%	/
CCn1c(=O)c2cc(C(=O)N3CCOCC3)sc2c2ccccc21	-1.3	0%	-3%	-7	8%	9%	8%	2%
O=C(O)c1ccsc1Cc1cccs1	-0.3	-5%	0%	6	-12%	-5%	-8%	/
CC(C)(C)OC(=O)N1CCC(NC(=O)c2nc[nH]c2C(=O)NCC(=O)OCc2ccccc2)CC1	-12	-14%	-2%	2	?	-1%	-11%	1%
COCCNC(=S)N/N=C(\C)c1cccc([N+](=O)[O-])c1	-0.5	-3%	-17%	1	-11%	0%	-2%	-5%
CN(Cc1ccccc1)C(=O)c1[nH]cnc1C(=O)NCC(=O)OC(C)(C)C	-3.4	0%	-12%	-1	-4%	1%	21%	0%
Cc1ccc(Cn2cc(CN(C)C3CN(Cc4cn(Cc5ccc(C)cc5)nn4)S(=O)(=O)C3)nn2)cc1 (stereo not drawn)	0.0	-14%	-2%	-3	-10%	0%	0%	/
CC1CCN(CCOCCOc2ccc(Cl)cc2Br)CC1	1.3	-16%	11%	/	-2%	-7%	-18%	-1%
CC(=O)Nc1ccc(N(C(=O)c2ccco2)C(C(=O)NC2CCCCC2)c2ccccc2)cc1 (stereo not drawn)	0.4	?	-7%	3	?	?	2%	2%
CC(=O)Nc1ccc(C(=O)NC(C)c2ccc(-n3ccnc3)cc2)cc1 (stereo not drawn)	-0.1	4%	-5%	0	15%	-5%	13%	-1%
Cn1c(=O)c2cc(NCc3ccccc3)nnc2n(C)c1=O	-1.0	-12%	7%	-6	-7%	11%	0%	0%
COc1ccc(-c2nc(-n3c(C)c(C(C)=O)c(C(C)=O)c3C)sc2C)cc1	3.0	-9%	-3%	/	11%	-14%	8%	-3%
Cc1cc(=O)oc2cc(OCC(=O)OCC(=O)Nc3ccc(C(C)C)cc3)ccc12	-2.6	-8%	-11%	-4	-16%	-4%	2%	-2%
Clc1ccccc1-c1nn2c(-c3ccccn3)nnc2s1	-3.0	0%	2%	-9	-5%	-8%	13%	2%
C/C(=C/c1oc2ccc(O)cc2c1[N+](=O)[O-])N(C)C	0.0	-7%	-13%	3	0%	-19%	4%	0%

Given comma-delimited: four of the compounds above.
Compound,CCT chaperon mod,PLK1 PBD block,EPAC1 ag,PI5P4Ka inh,EPAC1 antagonist,WRN inhibitor,EPAC2 antagonist,MmCpn inh
CCn1c(=O)c2cc(C(=O)N3CCOCC3)sc2c2ccccc21,-1.3,0%,-3%,-7,8%,9%,8%,2%
O=C(O)c1ccsc1Cc1cccs1,-0.3,-5%,0%,6,-12%,-5%,-8%,/
CC(C)(C)OC(=O)N1CCC(NC(=O)c2nc[nH]c2C(=O)NCC(=O)OCc2ccccc2)CC1,-12,-14%,-2%,2,?,-1%,-11%,1%
COCCNC(=S)N/N=C(\C)c1cccc([N+](=O)[O-])c1,-0.5,-3%,-17%,1,-11%,0%,-2%,-5%

(cont.)
SMILES	CCT chaperon mod	PLK1 PBD block	EPAC1 ag	PI5P4Ka inh	EPAC1 antagonist	WRN inhibitor	EPAC2 antagonist	MmCpn inh
Cn1c(Cn2cnc3ccccc32)nnc1SCc1ccccc1	0.4	-13%	7%	-2	3%	-1%	2%	-1%
COc1ccc(N2C(=O)CC(N3CCN(c4cccc(Cl)c4)CC3)C2=O)cc1 (stereo not drawn)	-2.0	-19%	14%	0	-8%	-1%	-13%	0%
CC(C)Cc1nnc(NC(=O)CCC(=O)NC2CCCCC2)s1	-0.6	-5%	16%	9	-15%	-2%	3%	4%
Cc1ccc(-n2c(C)nc3c(cnn3-c3ccc(C)c(C)c3)c2=O)cc1C	-0.1	-1%	7%	3	-5%	-6%	-21%	0%
Cc1cccc(NS(=O)(=O)c2cccc(C(=O)NCc3ccccc3CN3CCOCC3)c2)c1	0.9	-13%	-2%	5	-11%	-5%	-1%	1%
Cc1ccc2c(c1)CCCN2C(=O)c1ccoc1C	-0.6	?	1%	/	-14%	-8%	-10%	0%
CCCNC(=O)CSc1nc2ccccc2c(=O)n1CCC	-3.0	-8%	7%	-4	-11%	-6%	-6%	-1%
CC(=O)NC(C)C(=O)OCC(=O)c1ccc(Cl)s1 (stereo not drawn)	-1.5	-3%	0%	/	2%	8%	5%	-6%
CC(OC(=O)CCN=C1NS(=O)(=O)c2ccccc21)C(=O)N(C)C1CCCCC1 (stereo not drawn)	-1.4	2%	-1%	4	-4%	-4%	9%	0%
CCN1C(=O)/C(=C\N2CCN(c3cccc(Cl)c3)CC2)SC1=S	-0.5	6%	-12%	1	31%[activator]	5%	14%[57.1 µM]	0%
COc1cc(C)c(Br)cc1S(=O)(=O)NCCCN1CCOCC1	-1.9	-11%	9%	6	2%	-18%	2%	-1%
COc1ccc(C2=CN(Cc3ccccc3)C(c3ccccc3)CC2=O)cc1 (stereo not drawn)	-2.8	-4%	-3%	-2	0%	-4%	-17%	-2%
COC(=O)C1=C(C(=O)OC)[C@@H]2N(Cc3ccccc3)c3ccccc3[C@@]23C[C@@H](C(=O)OC)N(C(=O)c2cccs2)C3=N1	-1.1	6%	10%	-3	5%	-5%	-13%	-14%
COc1ccc(C2NN=C(c3ccc(C)cc3)S2)cc1 (stereo not drawn)	-0.9	?	6%	1	-18%	-2%	-1%	-4%
CCOC(=O)C1=C(COC(=O)c2ccc(OC)c(OC)c2OC)NC(=O)NC1C (stereo not drawn)	-2.1	-15%	0%	6	-11%	8%	-2%	1%
CCCC(=O)NCCc1cc2ccc(C)c(C)c2[nH]c1=O	-1.4	-11%	3%	-2	-8%	3%	2%	-1%
CN(CC(=O)Nc1ccc(Cl)c(C(F)(F)F)c1)C(=O)c1cccs1	0.6	3%	0%	-4	-14%	0%	-2%	-10%
COC(=O)C1=C(C(=O)OC)SC(=C2C(=S)C(C)(C)N(C(=O)CC(C)C)c3ccccc32)S1	-2.5	-15%	-4%	/	22%	-6%	2%	3%
CCn1c(SCC(=O)NC2CCCC2)nc2c1c(=O)n(C)c(=O)n2C	-1.1	-3%	-12%	0	?	1%	-5%	-1%
Cc1ccc(S(=O)(=O)CCC(=O)OCC(=O)NCc2ccccc2)cc1	-0.3	-1%	-4%	4	9%	-4%	13%	1%
O=C(NC1CCCC1)c1cc2c(=O)n3ccccc3nc2s1	-0.6	-3%	-13%	-3	-9%	-4%	5%	-3%
C=CCN(CC(=O)c1sc(C(=O)OCC)nc1C)c1cccc(Br)c1	-0.4	-3%	5%	1	-17%	0%	8%	/
Cc1cc(Nc2nc3ccccc3nc2Cl)n(-c2ccccc2C)n1	-4.6	-3%	17%	/	-4%	-17%	-8%	-3%
CCC(C)NC(=O)CN1C(=O)NC2(CCc3ccccc3C2)C1=O (stereo not drawn)	1.6	-1%	3%	0	-3%	1%	2%	0%
COc1cc(C(C)=O)cc(OC)c1O	-1.1	4%	-14%	1	-4%	8%	22%	/
Cc1cc(C)c(NC(=O)c2ccc[n+](Cc3ccc([N+](=O)[O-])cc3)c2)c(C)c1	0.5	-4%	3%	-2	-6%	-11%	-2%	3%
O=C(CCNC(=O)C1CCN(S(=O)(=O)c2ccccc2)CC1)NCc1ccncc1	-1.3	4%	-5%	0	-4%	-1%	10%	0%
O=C(/C=C/c1ccc(OC(F)F)cc1)OCC(=O)N1CCN(C(=O)c2ccco2)CC1	-0.1	-1%	-12%	?	?	-18%	5%	-5%
O=C(O)Cc1cn(-c2ccccc2)nc1-c1ccccc1	-0.6	4%	2%	8	-4%	-5%[57.1 µM]	4%	0%
CCOC(=O)c1c(N)sc(C(O)(C(F)(F)F)C(F)(F)F)c1-c1ccc(Cl)cc1	-0.4	2%	5%	/	?	-22%	?	-4%
Nc1ccc2nc(SCC(=O)N3CCOCC3)sc2c1	1.6	?	3%	-16	-2%	2%	9%	-3%
CCSc1nc(-c2ccccc2)c(-c2ccccc2)n1CC(O)CO (stereo not drawn)	1.6	-8%	-5%	4	-5%	0%	-17%	1%
Cc1cccc(NC(=O)CSc2nnc(-c3ccc(S(=O)(=O)N4CCCC4)cc3)o2)c1	1.2	-3%	-3%	/	9%	-7%	7%	-2%
